Bioassay records from PubChem.
SW480 rerep: induces DNA re-replication in SW480 colon adenocarcinoma cells | AID 624297 | 340,000 tested, 1.8% active | SW480 DNA re-replication, Hoechst DNA content imaging, 48 h | Potency, µM (series often up to 46.1 µM), inactives show at the top dose re-replication activation, hits mostly activators; also: potency is read from the fitted curve at half-maximal effect; % of control where 0% means no effect; nearly all actives have a fitted effect of over 55% in size
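Treated cells incubate 48 hr (37 C, 5% CO2), are stained 40 min with Hoechst, and nuclear fluorescence is enumerated; a rise in nuclei with high DNA signal marks re-replication.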
HT1080NT lethal: kills 2HG-producing HT-1080-NT fibrosarcoma cells. HT-1080-NT fibrosarcoma viability, CellTiter-Glo ATP luminescence, 48 h. 360,000 tested, 1.6% active. Potency, µM (doses to about 46.1 µM), for inactives: at the top dose activity, negative = less viability, most hits filed as cytotoxic;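 also: NT is the 2HG producing partner of a matched IDH1 knockdown line; potency is read from the fitted curve at half-maximal effect; 0% = DMSO-treated cells and -100% = media-only wells without cells; nearly all actives have a fitted effect of over 55% in size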
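Viability of the 2HG-overproducing fibrosarcoma line after 48 hours of compound exposure at 37 degrees C was determined by luminescence with CellTiter-Glo, and concentration-effect curves were then fitted and categorized.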
KB-V1 cytotox: KB-V1 MDR subline cytotoxicity; KB-V1 MDR cells viability, CellTiter-Glo, 72 h; Potency, µM (top dose mostly 46.1 µM), for the others: top-dose activity change, negative = cytotoxicity, most hits filed as cytotoxic; 400,000 tested, 3.4% active; also: potency is read from the fitted curve at half-maximal effect; % is scaled to controls: 0 for no effect and ±100 for the full control effect; nearly all actives have a fitted effect of over 60% in size
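Cytotoxicity toward P-gp-expressing KB-V1 cells was determined as loss of CellTiter-Glo luminescence after 72 h at 37 degrees C. Compounds were tested in quantitative HTS format across a concentration range, with curves fitted to normalized data.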
KB-3-1 tox: KB-3-1 parental cell cytotoxicity. 400,000 tested, 1.4% active. Potency, µM (series often up to 46.1 µM), for inactives: top-dose activity change, negative = cytotoxic, most hits filed as cytotoxic. KB-3-1 viability, CellTiter-Glo ATP luminescence, 72 h; also: potency is read from the fitted curve at half-maximal effect; % is scaled to controls: 0 for no effect and ±100 for the full control effect; nearly all actives have a fitted effect of over 60% in size
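72 h, 37 °C compound treatment of KB-3-1 parental cells; CellTiter-Glo added, 10 min, luminescence read. Data corrected against DMSO-only plates and normalized before curve fitting.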
DRD3 agonist: D3 dopamine receptor (human) agonism; P35462; D3R DiscoveRx beta-arrestin cells, luminescence, 90 min; max activation, %; 410,000 tested, 0.58% active; AID 652048; in the data active = max activation above about 30%; also: 0% is about no effect; mostly tested at two doses, the higher about 12 µM
Target sequence (P35462 whole entry, looked up): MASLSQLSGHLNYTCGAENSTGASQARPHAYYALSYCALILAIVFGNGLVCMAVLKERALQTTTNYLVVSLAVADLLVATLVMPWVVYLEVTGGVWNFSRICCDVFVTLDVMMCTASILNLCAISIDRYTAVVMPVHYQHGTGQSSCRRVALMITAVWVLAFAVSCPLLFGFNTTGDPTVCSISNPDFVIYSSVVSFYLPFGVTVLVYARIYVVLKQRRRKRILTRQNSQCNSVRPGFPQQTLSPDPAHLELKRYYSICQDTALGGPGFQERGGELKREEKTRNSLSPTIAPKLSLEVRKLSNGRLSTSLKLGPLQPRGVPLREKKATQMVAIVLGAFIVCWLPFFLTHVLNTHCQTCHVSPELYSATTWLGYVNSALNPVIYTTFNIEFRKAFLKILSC
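Cells at 1500/well, incubated overnight, then treated with pinned compounds (dopamine as control) for 90 min at 37 degrees C. DiscoveRx reagent added for 30 - 60 minutes at room temperature; luminescence read.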
HT1080 IDH1KD tx: kills HT-1080 cells with IDH1 knockdown; HT-1080 IDH1 knockdown viability, ATP luminescence, 48 h; Potency, µM (series often up to 46.1 µM), for inactives: top-dose activity, negative = toxicity, hits mostly cytotoxic; 360,000 tested, 2% active; AID 686971;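 also: potency is read from the fitted curve at half-maximal effect; 0% = DMSO wells and -100% = cell-free medium wells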
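Knockdown cells (IDH1KD HT-1080) received compounds 2 h after plating at 750 cells/well and were kept 48 h at 37 °C in 5% FBS RPMI. A CellTiter-Glo luminescence read gave % activity for curve fitting.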
IL-1B inflam inh: inflammasome signaling inhibition, IL-1 beta readout | THP-1 LPS/ATP IL-1B secretion, AlphaLISA, 16 h; stronger effect = lower value | activity change, % at 57.5 µM | 360,000 tested, 4.7% active | AID 743279; in the data active = activity change below about -50%; inconclusive = mostly about -30% to -49%; also: % is scaled to controls: 0 for no effect and ±100 for the full control effect
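Secreted IL-1B measured by AlphaLISA bead assay after 16 h compound exposure of THP-1 cells; compounds (final up to 57.5 uM) added 1 h before LPS (250 ng/mL) and ATP (1.25 mM) stimulation; lower signal means less secretion.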
D3 antag: antagonists of human D3 dopamine receptor; max response, negative = inhibition, %; D3R cells, DiscoveRx beta-arrestin luminescence, antagonist mode; stronger effect = lower value; 360,000 tested, 2.5% active; AID 652054; in the data active = max response below about -50%; inconclusive = no clear call, values can overlap the other calls; also: % is scaled to controls: 0 for no effect and ±100 for the full control effect; mostly tested at two doses, the higher about 12 µM
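Cells expressing the human receptor were seeded at 1500 cells/well, incubated overnight at 37 degrees C in 5% CO2, then exposed to library compounds with dopamine controls for 90 minutes at 37 degrees C before luminescent detection.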
GLP-1R agonist: agonists of human GLP-1 receptor. HEK293 GLP-1R CRE-luciferase, luminescence, 4-6 h; cells express a hypersensitive GLP-1R form. Potency, µM (titrated, usually from 45.6 µM), without a hit: top-dose activation, most hits filed as activators. 380,000 tested, 0.007% active. AID 624172; also: potency is read from the fitted curve at half-maximal effect; % of control where 0% means no effect
Target sequence (P43220 whole entry, looked up): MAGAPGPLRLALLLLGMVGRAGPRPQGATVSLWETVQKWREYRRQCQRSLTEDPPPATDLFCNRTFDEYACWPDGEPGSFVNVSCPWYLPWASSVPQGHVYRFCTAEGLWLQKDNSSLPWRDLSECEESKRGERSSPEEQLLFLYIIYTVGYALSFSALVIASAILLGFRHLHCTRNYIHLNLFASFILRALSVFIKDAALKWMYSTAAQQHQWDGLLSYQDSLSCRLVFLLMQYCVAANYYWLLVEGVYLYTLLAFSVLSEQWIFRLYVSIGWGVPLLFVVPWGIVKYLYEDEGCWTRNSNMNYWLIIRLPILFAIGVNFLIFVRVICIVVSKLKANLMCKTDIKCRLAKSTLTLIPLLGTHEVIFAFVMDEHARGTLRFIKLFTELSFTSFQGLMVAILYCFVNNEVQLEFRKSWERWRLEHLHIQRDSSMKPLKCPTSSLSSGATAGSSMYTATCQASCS
* marks the source's active call; other numbers are inactive results; i = inactive; ? = inconclusive; . = not tested or not shown; & = joins results of further samples; ! = repeats disagree; [ ] = remark or other dose. Unless noted, calls follow the shape of the dose curve; as a rule, active = well fitted curve in the direction sought with a large enough effect; inconclusive = small, poorly fitted or top-dose-only effect, or another doubt; inactive = no such curve, though single readings can be large; an effect the other way counts as inactive or inconclusive.

SMILES	SW480 rerep	HT1080NT lethal	KB-V1 cytotox	KB-3-1 tox	DRD3 agonist	HT1080 IDH1KD tx	IL-1B inflam inh	D3 antag	GLP-1R agonist
CCn1c(C)cc(C(=O)COC(=O)c2cccnc2SC)c1C	5%	5%	.	.	5	-1%	-9	-7	13%
COC(=O)c1ccc(Cn2cnc3c(cnn3-c3ccc(Cl)cc3)c2=O)o1	-6%&2%	3%	-16%	-10%	20	8%	12	13	-1%
CCc1ccc(NCc2cc3cc4c(cc3n(CC(=O)Nc3ccc(Cl)cc3)c2=O)OCO4)cc1	.	.	-7%	?	-10	.	.	.	-6%
CCCCN=C1CC(C)(C)CC(=O)/C1=C(/O)CCC	-14%	16%	-11%	15%	15	4%	-7	6	5%
COc1ccc(S(=O)(=O)c2nnn(-c3ccccc3F)c2C)cc1	.	.	-12%	1%	-8	.	.	.	1%
O=C1Nc2c(Br)cc(Br)c3cccc1c23	8%	-10%	-20%	-16%	6	-7%	1	8	18%
Cc1ccc(C(=O)NC2CCc3ccccc3C2=O)cc1 (configuration not stated)	1%	21%	-3%	13%	2	1%	-6	-6	-9%
Cc1cc(C)n(-c2ccc(C(=O)N3CCC(CO)(Cc4ccccc4)CC3)cc2)n1	-4%	?	-24%	-13%	6	-11%	0	13	6%
COc1ccccc1NC(=O)CSc1nnc2ccccn12	-2%	-3%[9.24 µM]	16%	24%	4	8%	-30	0	7%
O=C(COc1ccc2ccccc2c1)Nc1ccncc1	-1%	-16%	-21%	6%	-2	-26%	0	-3	10%
Cc1ccc(NC(=O)C2(C)CCN2C(C)C)cc1C (configuration not stated)	.	17%	0%	0%	3	3%	0	15	-6%
Cn1c(Cn2c(=O)sc3ccccc32)nnc1SCC(=O)Nc1ccc(F)cc1	0%	-11%	-2%	-10%	-5	0%	0	-14	0%
CC[n+]1c(/C=C(\C)SC)sc2ccccc21	0%	-2%	-4%	13%	-2	-8%	26	-10	0%
CN1CCN(C(=O)C2CCN(S(=O)(=O)c3ccc(F)cc3)CC2)CC1	-3%	18%	0%	-5%	1	10%	-4	-7	9%
CCOC(=O)C1(C)CCN1C(=O)c1cc2ccccc2s1 (configuration not stated)	.	-1%	-12%	-7%	-9	-3%	-1	0	14%
Cc1ccc(C(=O)Nc2cccnc2)cc1C	.	1%	7%	-2%	-2	5%	-23	-13	-4%
CC(=O)c1ccccc1OCCOc1ncnc2sccc12	-18%	-10%	?	8%	8	0%	34	5	11%
Cc1cccc(C)c1-n1nnnc1C1(C)CCC(=O)N1Cc1cccs1 (configuration not stated)	.	0%	-2%	-1%	-9	0%	11	0	8%
CC(=O)c1sc2nsc(SCCN3CCCCC3)c2c1N	17%	0%	-25%	-26%	-8	-13%	-24	12	0%
COc1ccc(C(N)=O)cc1N	-1%	-2%	23%	-3%	-2	0%	-3	-7	-12%
COc1ccccc1CNC(=O)CCCn1nc(C)c2c(C)n(-c3ccc(C)cc3)nc2c1=O	-45%[inhibitor]	1%	-27%	-8%	-7&4	0%	-15	-21	-8%
O=C(Nc1ccccc1)c1cccc(NC(=O)c2ccco2)c1	-14%	-10%	?	0%	-1	2%	-8	3	19%
COc1ccc(C)cc1NC(=O)C(OC(=O)c1cc(C)oc1C)c1ccccc1 (configuration not stated)	7%	-3%	-4%	8%	-1	-2%	3	1	13%
Cc1cc(C)c2nc(SCC#N)cc(C)c2c1	1%	?	?	11%	0	-24%	30	6	15%
CCCCn1c(N)c(N(CC(C)C)C(=O)CSC(C)C(=O)Nc2cc(C)on2)c(=O)[nH]c1=O (configuration not stated)	-71%	9%	24%	5%	8	13%	9	19	-3%
CC(=O)c1c(C)[nH]c(C(=O)COc2cc(C)ccc2C(C)C)c1C	-1%	-20%	0%	-8%	11	?	39	21	0%
Cc1c(Cl)cccc1NC(=S)NC(=O)CCN1C(=O)c2ccccc2C1=O	-1%	27%	19%	0%	-6	22%	1	7	14%
CCOC(=O)c1c(NC(=S)Nc2ccccc2)sc2c1CC(C)(C)SC2	?	-1%	3%	2%	-20	-13%	0	-26	4%
Cc1ccc(S(=O)(=O)/N=C(\c2ccccc2)N(C)S(=O)(=O)c2ccc(C)cc2)cc1	0%	2%	-7%	1%	-3	8%	-10	0	3%
O=c1c2cnn(-c3ccccc3Cl)c2ncn1Cc1cccnc1	-3%	1%	3%	-9%	-4	-9%	3	18	3%
COc1ccccc1NC(=O)Cc1nc(=O)[nH]c(=O)[nH]1	.	1%	16%	30%	3	2%	1	30	2%
O/N=C(\Cc1cscn1)c1ccc(O)cc1O	-1%	?	-12%	-8%	-3	0%	-1	-4	1%
COc1ccc(C(=O)OCC(=O)Nc2ccc(F)c(F)c2F)cc1OC	0%	-4%	20%	0%	4	?	11	-1	-7%
Cn1cc(Br)c(-c2cccc(NC(=O)CCC(=O)O)c2)n1	-5%	0%	13%	2%	14	11%	5	1	0%
O=c1[nH]c(CSc2nnc(-c3ccccc3)n2-c2ccccc2)nc2ccccc12	5%	-3%	9%	-3%	10	-1%	19	-6	2%
O=C(Nc1ccc(Cl)cc1)OCCN1CCOCC1	-9%	10%	4%	-2%	-11	6%	21	-5	13%
COc1ccc(C(C)(NC(C)=O)c2nc(-c3cc(F)cc(F)c3)cs2)cc1 (configuration not stated)	.	5%	-20%	0%	-5	0%	-22	-1	-2%
CN(C)c1nc(N)nc(CSc2nnnn2C)n1	-2%	16%	?	7%	4	16%	-16	?	6%
COc1cc(OC)cc(C(=O)NC(C(=O)NCc2ccccn2)C(C)C)c1 (configuration not stated)	-14%	-1%	-15%	1%	-1	3%	-7	0	4%
COCCNC(=O)CN(C(=O)Cn1nnc2ccccc21)c1ccc(C)cc1	-35%[inhibitor]	12%	-10%	-4%	5	9%	12	3	-6%
COc1ccc(S(=O)(=O)N2CCC3(CC2)OCCN3S(=O)(=O)c2ccc(OC)cc2)cc1	17%	-2%	?	-20%	-4	-5%	-13	-8	8%
Cc1ccc(OCc2ccc(C#N)cc2)c(C(=O)c2cc(C#N)c(=O)n(C3CC3)c2)c1	-88%[inhibitor]	-3%	-14%	0%	0	5%	9	3	-5%
CC1CCN(C(=S)NC(=O)c2cccc([N+](=O)[O-])c2)CC1	5%	0%	15%	0%	-2	-8%	0	-10	-1%
Cc1ccc(C)c(N2CCN(C(=O)CCn3c(=S)[nH]c4cc5c(cc4c3=O)OCO5)CC2)c1	-8%	11%	-2%	-1%	-1	3%	59	-11	-2%
C[C@@H](NC(=O)Cn1cnc2c(OCc3ccccc3)ncnc21)c1cccc2ccccc12	2%	?	-1%	6%	-17	?	-19	17	3%
Cc1ccc2nc(NC(=O)/C=C/c3ccc4c(c3)OCO4)sc2c1	7%	1%	-21%	-24%	13	-26%	-21	0	3%
CCN(CC)C(=O)C1=C(C)N(CCCN2CCCC2=O)C(=O)C(CC(=O)NC(c2ccccc2)c2ccccc2)C1 (configuration not stated)	.	-4%	3%	6%	2	11%	-12	19	-3%
Cc1noc(C)c1COC(=O)Cc1ccc(Br)cc1	17%	13%	2%	-10%	4	13%	13	16	11%
O=C(NNC(=S)NCc1ccco1)c1ccc(S(=O)(=O)N2CCOCC2)cc1	?	4%	-3%	-1%	2	8%	12	-14	1%
COCC(=O)N1CCC(Oc2ccc(C(=O)N(C)Cc3nccs3)cc2)CC1	-29%	1%	?	9%	-1	12%	i	12	-2%
Cc1cccc(NC(=O)CC2S/C(=N/c3nccs3)N(C)C2=O)c1 (configuration not stated)	1%[9.22 µM]	6%	2%	-1%	-1	1%	8	-2	2%
Cc1ccc(C)c(Cn2c(=O)n(CCC(=O)NCc3ccco3)c(=O)c3sccc32)c1	2%	1%[9.24 µM]	0%	14%	4	4%	0	13	-11%
O=C(C[C@H]1C/C=C\C[C@@H](Cc2ccc(F)cc2)C(=O)O[C@H](c2ccccc2)CNC1=O)N[C@@H](CO)Cc1ccccc1	0%	-10%	16%	8%	13	10%	21	63	0%
O=C(c1ccc(Cn2cc(Cl)cn2)o1)N1CCN(Cc2ccc3c(c2)OCO3)CC1	2%	1%	0%	-13%	-11	-3%	0	-22	4%
Cc1c(C(=O)NCc2ccc(F)cc2)sc(=O)n1Cc1ccc(Cl)c(Cl)c1	.	?	16µM*	?	-9	?	-86*	-74*	-1%
CCCOC(=O)N[C@@H]1C(=O)N2C(C(=O)OCCC)=C(C)CS[C@H]12	49%	?	?	16µM*!	-17	-3%	0	-53*	-5%
CCN(CC)CCCC(C)NC(=O)c1ccc(C(F)(F)F)cc1 (configuration not stated)	6%	-1%	?	-2%	-3	-3%	-50*	-5	4%
COc1cccc(C(=O)N2CCN(Cc3cc(Br)ccc3OC)CC2)c1	1%	-22%	0%	-6%	-1	-14%	-51*	-84*	3%
Cc1cccc(Nc2ccc([N+](=O)[O-])cc2C(=O)O)c1	2%	6%	13%	-1%	-1	8%	21	0	-2%
CC(C)c1ccc(NC2CCCN(C(=O)c3cnsn3)C2)cc1 (configuration not stated)	-7%	5%	?	-6%	4	2%	i	-4	11%
COC(=O)c1ccsc1NC(=O)CN1CCN(Cc2ccc3c(c2)OCO3)CC1	0%	-8%	16µM*	0%	-31	-5%	-4	?	7%
COc1cc2c(O)cc(C(=O)O)c(-c3cc(OC)c(OC)c(OC)c3)c2cc1OC	-9%	-7%	22%	-4%	6	6%	10	30	3%
CCC(CC)C(=O)c1c[nH]c(C(=O)NCc2ccco2)c1	-4%	-1%	-30%	?	-1	-4%	-26	-12	13%
